SENP7 inh = SENP7 protease inhibition; AID 434973; 1.5% of 330,000 active; inhibition, % at 5 µM; Q9BQF6; recombinant SENP7, Z-RLRGG-aminoluciferin luminescence, 40 min;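 active = inhibition above about 50% at the single test dose, limit read from the data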;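 note: plate controls were DMSO with enzyme for no effect and no enzyme buffer wells for full effect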
Target sequence (Q9BQF6 706-1050 limits assumed): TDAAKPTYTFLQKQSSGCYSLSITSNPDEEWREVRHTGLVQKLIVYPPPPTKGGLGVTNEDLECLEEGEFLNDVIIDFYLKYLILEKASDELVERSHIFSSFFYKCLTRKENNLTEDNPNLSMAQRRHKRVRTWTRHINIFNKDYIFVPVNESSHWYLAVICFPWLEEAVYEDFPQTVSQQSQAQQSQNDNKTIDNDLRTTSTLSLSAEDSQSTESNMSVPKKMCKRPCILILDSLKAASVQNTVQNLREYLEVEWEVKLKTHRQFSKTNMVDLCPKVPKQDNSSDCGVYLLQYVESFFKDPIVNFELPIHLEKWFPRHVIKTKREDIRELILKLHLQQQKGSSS
Apaf-1 inh = inhibitors of human Apaf-1 apoptosome | AID 489030 | inhibition, % at 20 µM | O14727 | reconstituted apoptosome caspase-3 activity, DEVD-Rh110 fluorescence | 0.71% of 330,000 active; active = inhibition of at least 40% at 20 µM;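 note: plate controls were DMSO wells for no effect and DEVD-CHO caspase inhibitor wells for full effect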
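detection = Rh110 fluorescence intensity | test system = biochemical Apaf-1 apoptosome reconstitution | also added = cytochrome c and DEVD-Rh110 substrate | schedule = 30 min plus 50 min, RT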
PfGluPho inh = PfG6PD (Plasmodium falciparum) enzyme inhibition; PfGluPho enzyme, NADPH resazurin-diaphorase fluorescence; inhibition, % at 20 µM; 0.78% of 350,000 active;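 active = inhibition reaching at least a set limit at 20 µM in the primary screen, cut at about 59% in these data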;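 note: 0% = DMSO wells with substrate and 100% = DMSO wells lacking glucose-6-phosphate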
HKDC1 inh = HKDC1 (human) hexokinase inhibition | Q2TB90 | recombinant HKDC1, G6PDH/diaphorase resazurin coupled fluorescence | inhibition, % at 20 µM | 0.16% of 340,000 active;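 active = inhibition above about 35% when tested at 20 µM, limit read from the data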;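 note: plate controls were DMSO wells with enzyme for no effect and DMSO wells lacking enzyme for full effect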
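Test system: recombinant HKDC1 (HK5) hexokinase enzyme, produced in-house / Doses: 20 µM test compound, 1% DMSO / Timing: 90 min, room temperature / Detection: G6PDH/diaphorase-coupled fluorescence, 1 mM NADP, 100 µM resazurin, 525/613 nm / Control set: DMSO wells with and without enzyme mix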
SENP8 block-1 = inhibitors of human SENP8 protease | Q96LD8 | recombinant SENP8, Nedd8 substrate fluorescence | inhibition, % at 20 µM | 0.64% of 360,000 active | AID 602440; in the data active = inhibition mostly above about 40%, no sharp cut-off; inactive = mostly below about 27%
SENP8 block-2 = SENP8 protease inhibition. inhibition, % at 10 µM. Q96LD8. 1.2% of 330,000 active. purified SENP8, Z-RLRGG-aminoluciferin cleavage, luminescence. AID 2540; in the data active = inhibition above about 50%
SENP6 inh = SENP6 protease inhibition; Q9GZR1; Recombinant SENP6 catalytic domain, aminoluciferin luminescence; AID 2599; inhibition, % at 10 µM; 1.8% of 330,000 active;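 active = inhibition above about 50% at the single tested dose, limit read from the data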;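 note: plate controls were DMSO wells with enzyme for no effect and DMSO wells lacking enzyme for full effect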
Target sequence (Q9GZR1 628-1112 limits assumed): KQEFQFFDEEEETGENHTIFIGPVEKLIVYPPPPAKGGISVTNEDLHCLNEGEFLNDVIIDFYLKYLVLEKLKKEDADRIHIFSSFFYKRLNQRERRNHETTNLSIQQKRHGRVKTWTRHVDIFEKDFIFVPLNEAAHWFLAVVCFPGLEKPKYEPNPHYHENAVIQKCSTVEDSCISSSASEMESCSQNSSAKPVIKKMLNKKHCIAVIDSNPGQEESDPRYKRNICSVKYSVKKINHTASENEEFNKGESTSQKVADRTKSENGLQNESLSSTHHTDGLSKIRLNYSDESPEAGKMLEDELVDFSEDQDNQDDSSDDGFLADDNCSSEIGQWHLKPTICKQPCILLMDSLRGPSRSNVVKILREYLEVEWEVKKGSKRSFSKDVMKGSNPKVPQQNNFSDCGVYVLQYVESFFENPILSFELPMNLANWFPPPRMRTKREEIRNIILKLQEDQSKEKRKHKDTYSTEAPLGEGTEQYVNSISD
NALP3 yeast inh = blocks the NALP3 inflammasome reconstituted in yeast | inhibition, % at 10 µM | 0.39% of 330,000 active | Yeast reconstituted NLRP3/ASC/caspase-1, beta-gal luminescence, 24 h;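 active = inhibition of 50% or more; inactive = inhibition below 50%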;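 note: plate controls were induced DMSO wells for no effect and uninduced yeast grown without galactose for full effect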
SENP1 FRET inh = SENP1 (human) catalytic domain inhibition. inhibition, % at 10 µM. Q9P0U3. AID 624204. recombinant SENP1 catalytic domain, CyPet-SUMO1-YPet FRET cleavage. 0.21% of 360,000 active;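 active = inhibition at least 30% at 10 µM, raw YFP signal under a set limit, fluorescence ratio 0.5 to 1.5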;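 note: 0% = enzyme with DMSO and 100% = no enzyme wells; some results filed as inactive read as strong as hits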
Target sequence (Q9P0U3 419-644 limits assumed): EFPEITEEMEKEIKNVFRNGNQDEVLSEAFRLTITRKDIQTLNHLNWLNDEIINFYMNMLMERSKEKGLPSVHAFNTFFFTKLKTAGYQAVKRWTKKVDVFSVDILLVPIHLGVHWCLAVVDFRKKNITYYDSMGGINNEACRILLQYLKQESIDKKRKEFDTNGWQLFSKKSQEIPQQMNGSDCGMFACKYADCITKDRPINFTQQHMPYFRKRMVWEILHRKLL
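Assay system: hSENP1 catalytic domain, recombinant. Amount: SENP1 enzyme, 20 pM final. Schedule: 50 min reaction, RT, dark. Technique: FRET, CFP and YFP emission. Control set: no-enzyme wells low, DMSO-plus-enzyme wells high control.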
* hit, by the source's call; i = inactive; / = no result given; & = joins results of further samples.

SMILES	SENP7 inh	Apaf-1 inh	PfGluPho inh	HKDC1 inh	SENP8 block-1	SENP8 block-2	SENP6 inh	NALP3 yeast inh	SENP1 FRET inh
Cc1cccc(NS(=O)(=O)c2cc(OCC(N)=O)c(C)cc2Cl)c1	-3	7	7	1	6	-7	-10	2	4
COc1cc2cc(Oc3ccc4ccc(=O)oc4c3)c(=O)oc2cc1OC(=O)/C=C/c1ccccc1	-1	-7	-15	1	-454	8	7	12	-74
CCn1cc(/C=N/NC(=O)COc2cccc3cccnc23)c2ccccc21	/	/	14	-8	0	/	/	/	-1
Clc1cccc2sc(N3CCCCC3)nc12	21	5	11	-2	9	3	-1	27	1
COc1ccc(C(=O)COc2ccccc2C(=O)Nc2ccccc2)cc1	-10	14	-1	0	13	-8	-10	3	0
Cc1cc(Cl)c2oc(C(=O)NC3CCC(O)CC3)c(C)c2c1 (stereo unspecified)	14	3	-5	3	7	-13	-15	13	-1
O=C(OCC(=O)c1cccs1)c1ccc([N+](=O)[O-])o1	5	23	20	2	29	1	19	19	3
CCOc1ccc(NC(=O)c2ccc3c(c2)CCN3S(C)(=O)=O)cc1	-1	-1	-12	-1	21	3	13	15	2
CNc1nc(Cl)nc(Nc2ccccc2)n1	3	3	-2	-6	2	-11	-22	5	2
O=[N+]([O-])c1ccc(CSc2ccc(S(=O)(=O)N3CCCC3)cn2)cc1	6	16	30	2	4	-2	7	25	3
CCOC(=O)CSc1nc2sc(C(=O)O)c(C)c2c(=O)[nH]1	-1	1	-3	-3	-18	3	-4	13	2
COc1ccc(-c2nnc(SCC(=O)c3cccs3)n2-c2ccc(Cl)cc2)cc1	-5	11	21	-9	10	2	3	18	-1
Cc1ccccc1OCC(=O)NC(=S)Nc1ccc(N2CCOCC2)c(Cl)c1	1	18	8	1	18	3	5	-13	3
COCCCNC(=S)Nc1ccc(C)cc1[N+](=O)[O-]	-3	-3	7	-10	11	-9	-20	9	0
O=c1cc(Cl)[nH]c(=O)n1Cc1ccccc1	9	5	-7	-1	9	-4	-12	16	-1
COc1ccccc1NC(=O)CN1C(=O)CSC(C)C1=O (stereo unspecified)	-5	-4	1	-7	9	9	8	-25	0
COC(=O)CCC(=O)OC1(C)C(=O)C2=CN(CCN3CCOCC3)C(c3ccc(OC)cc3)=CC2=C(Br)C1=O (stereo unspecified)	16	86*	/	/	/	23	52*	11	/
COc1ccc(CCNC(=O)C2CCCN(c3ncnc4c3nc3n4CCCCC3)C2)c(OC)c1 (stereo unspecified)	6	6	-4	1	4	-4	9	-4	2
CCc1c(C)sc(NC(=S)N2CC(C)OC(C)C2)c1C(=O)OC (stereo unspecified)	3	5	25	5	20	0	0	13	-1
Cc1ccc(S(=O)(=O)NCCC(=O)N2CCC(C)CC2)cc1	10	-3	12	-6	4	-4	-1	13	1
COc1cccc(C2=NOC(C(=O)NC(C)(C)C)C2)c1 (stereo unspecified)	9	-11	-1	-6	25	-2	-16	30	3
C=CCC(CC=C)(NC(=O)c1ccccc1C)c1ccccc1	-3	1	6	5	19	0	-5	-5	1
Cc1cnnc2ccc3c(no[n+]3[O-])c12	6	-2	17	4	15	1	-5	-7	0
O=S(=O)(c1ccc(Cl)cc1Br)N1CCCCC1	3	-8	4	2	24	3	3	3	1
CC1C(=O)Nc2ccccc2N1C(=O)c1ccccc1 (stereo unspecified)	4	14	1	-13	11	-7	5	5	2
COc1ccc(-c2nn3c(-c4ccccc4)nnc3s2)cc1OC	-4	6	-24	11	-69	-13	-16	29	-6
Cc1ccccc1NC(=O)c1ccccc1-c1ccccc1	2	1	-4	-4	14	-9	-2	13	1
O=P(O)(CCc1ccccc1)CN1CCCCC1	2	-23	-8	-4	7	0	-9	9	-2
CN1C(=O)/C(=C/c2cccc(Cl)c2)Sc2ccc(C(=O)N3CCCC3)cc21	4	38	13	-1	/	-8	-11	14	/
O=C(O)Cc1ccc(C(=O)c2cccs2)s1	1	-10	-9	-1	-3	-6	6	6	-15
CN(CC(=O)Nc1ccccc1Br)C(=O)CNC(=O)c1ccc2c(c1)OCO2	3	-11	10	-3	3	-15	-8	34	1
COc1cc(/C=C/C(=O)OCC(=O)Nc2ccc(C)c(S(=O)(=O)N3CCCCC3)c2)ccc1O	7	12	12	-6	-334	-3	-6	5	-83
Cc1ccc(NC(=S)N(CCCN2CCOCC2)Cc2ccco2)cc1C	1	5	2	-3	18	-2	16	8	6
CN1CCN(C(c2cccc(Cl)c2)c2ccccc2Cl)CC1 (stereo unspecified)	0	4	-10	-12	15	-5	-6	-70	2
Cc1cc(C)cc(C(=O)NC2C(=O)N3C(C(=O)O)=C(CSc4nnc(C)s4)CSC23)c1 (stereo unspecified)	8	4	19	-9	-10	3	2	7	-8
O=S(=O)([N-]c1nc2ccccc2nc1-n1cc[n+](Cc2ccccc2)c1)c1ccc(Cl)cc1	15	-11	-3	0	-383	-11	-8	2	-47
CCN(C(=O)Cn1cc(C(C)=O)c2ccccc21)c1ccccc1	-7	-5	12	-9	12	-13	-1	-7	-2
COC(=O)C(=O)C/C(=N/Nc1ncnc2ccccc12)c1ccc(Cl)cc1	-4	8	-16	-5	-42	-17	-30	9	-25
O=c1[nH]nc(-c2ccc(NCCO)c([N+](=O)[O-])c2)c2ccccc12	-3	3	-10	2	28	3	3	10	2
Cc1nnc(SCC(=O)Nc2nccs2)n(N)c1=O	-10	17	2	-5	14	-7	-3	8	0
Cc1cccc(OCC(=O)Nc2ccccc2N2CCCC2)c1C	-12	26	-5	2	-6	-10	-3	16	-3
CCOC(=O)c1c(NC(=O)CSc2nc3c(c(=O)n(C)c(=O)n3C)n2C(C)C)sc(C)c1C	-17	9	2	-4	21	-6	-24	10	6
Cc1nc2ccccc2c2c1CC(C(C)(Cl)Br)O2 (stereo unspecified)	-6	-15	6	2	26	1	2	-24	2
O=C(Cc1ccccc1)NC(=S)Nc1ccc(OC(F)F)cc1	11	11	7	2	8	1	-6	35	-1
Nc1ccc(-c2cc(-c3cccc(N)c3)nc(-c3ccccc3)n2)cc1	-3	1	9	-8	-416	-20	-9	13	-6
O=c1c2c(n3cnnc3n1-c1ccccc1)-c1ccccc1CC21CCCC1	-1	-1	-14	-10	-26	-7	-9	12	0
COc1ccccc1CCNC(=O)COc1cccc2c1OC(C)(C)C2	-18	14	-5	-4	4	-6	-19	29	1
O=C(Cn1nc(-c2ccc(F)cc2)ccc1=O)Nc1ccc2c(c1)OCCO2	-1	4	-9	-1	7	-10	-6	9	1
Cc1ccc(C(=O)Cn2nnc3ccccc32)cc1[N+](=O)[O-]	-12	12	4	1	24	-10	-33	13	3
NC(=O)C1CCN(C(=O)COc2ccc3c4c(c(=O)oc3c2)CCC4)CC1	5	1	10	-1	-135	10	-4	4	-3
CN1CCN(c2ccccc2NC(=O)COc2ccc(C3CCCCC3)cc2)CC1	0	44*	22	-1	7	-1	-10	32	1
O=[N+]([O-])c1ccc(OCC(O)CNCCNc2nccc(C(F)(F)F)n2)cc1 (stereo unspecified)	-8	8	13	-2	11	-2	-16	5	1
Cc1ccc(S(=O)(=O)N2CCC(CN3C(=O)c4cccc5cccc(c45)C3=O)CC2)cc1	-3	-5	12	-4	-233	-7	-17	16	3
Cc1ccsc1C(=O)Nc1nc2ccccc2[nH]1	98*	-12	-2	-7	i	95*	99*	27	0
CCCCn1c(N)c(N(Cc2ccccc2OC)C(=O)CSCC(=O)Nc2cccc(C)c2)c(=O)[nH]c1=O	-10	3	19	-1	-106	1	-2	4	-4
COC(CN(C)C(=O)c1ccc2c(c1)NC(=O)c1ccccc1S2)OC	1	1	-2	0	17	0	10	-9	0
CC(=O)Nc1ccc2nc(NC(=O)c3ccc([N+](=O)[O-])o3)sc2c1	-6	-10	-20	11	-72	2	6	-9	-6
COc1ccccc1NC(=O)C(C)OC(=O)CN1C(=O)C2CC=CCC2C1=O (stereo unspecified)	-4	-4	6	-6	-2	9	-9	14	0
COC(=O)c1sccc1NC(=O)c1c(C)c(-c2cccc(Cl)c2)nc2ccccc12	-2	10	-1	-5	16	-3	-11	11	0
COCCCNC(c1ccccc1)c1ccncc1 (stereo unspecified)	-12	7	2	4	28	-5	-1	-6	2

Rewritten in CSV form: 4 of the compounds above.
Structure,SENP7 inh,Apaf-1 inh,PfGluPho inh,HKDC1 inh,SENP8 block-1,SENP8 block-2,SENP6 inh,NALP3 yeast inh,SENP1 FRET inh
COc1ccccc1CCNC(=O)COc1cccc2c1OC(C)(C)C2,-18,14,-5,-4,4,-6,-19,29,1
O=C(Cn1nc(-c2ccc(F)cc2)ccc1=O)Nc1ccc2c(c1)OCCO2,-1,4,-9,-1,7,-10,-6,9,1
Cc1ccc(C(=O)Cn2nnc3ccccc32)cc1[N+](=O)[O-],-12,12,4,1,24,-10,-33,13,3
NC(=O)C1CCN(C(=O)COc2ccc3c4c(c(=O)oc3c2)CCC4)CC1,5,1,10,-1,-135,10,-4,4,-3

Continued.
SMILES	SENP7 inh	Apaf-1 inh	PfGluPho inh	HKDC1 inh	SENP8 block-1	SENP8 block-2	SENP6 inh	NALP3 yeast inh	SENP1 FRET inh
O=C(NC(=S)Nc1ccc(N2CCCCC2)cc1)c1ccco1	-5	-3	-9	-7	33	-13	14	26	4
COc1ccc(NC(=O)C2CCN(S(=O)(=O)c3cccnc3)CC2)cc1Cl	1	2	12	0	20	3	-2	9	4
O=C(c1ccc2c(c1)CCN2S(=O)(=O)c1ccccc1)N1CCN(c2ccccc2F)CC1	6	16	-4	5	0	-1	-1	3	1
COc1ccc(-c2cc3ncc(C(C)=O)c(C)n3n2)cc1	34	-2	8	-12	-395	-24	-8	22	-59
N#CC(c1ccc(O)cc1)c1ncc(C(F)(F)F)cc1Cl (stereo unspecified)	13	14	26	-9	20	4	6	20	-51
CCCCc1cc(=O)oc2cc(C)cc(OCC(=O)Nc3cccnc3)c12	-6	6	-4	4	-153	1	9	17	0
C=CCn1c(SCC(=O)/C(C#N)=C(\C)N)nc2sc(CC)cc2c1=O	10	22	14&26	-1&3	10&0	6	6	1	-1&-4
O=C(CSc1nnc(-c2ccncc2)s1)Nc1ccccc1	5	-1	38	-4	5	2	7	19	-3
C=CCNC(=O)CSc1ncc2c(n1)-c1c(csc1SC)CC2	14	1	32	0	-423	-5	-33	9	-23
Cc1ccc2c(=O)oc(N(C)C)nc2c1	-4	-6	-14	-2	-386	3	-14	7	0
CCCN(CC(=O)Nc1ccc(Cl)cc1Cl)C(=O)CC(NC(C)=O)c1ccccc1 (stereo unspecified)	-9	1	-11	-9	8	-12	-18	-3	-1
CCn1nnc(-c2ccccc2NS(=O)(=O)c2ccc(S(=O)(=O)N(C)C3CCCCC3)cc2)n1	0	16	-9	-2	8	-1	3	16	1
COC(=O)C1NN=C(C(=O)c2ccccc2)C1c1ccccc1 (stereo unspecified)	3	0	-9	-4	2	0	-6	23	-5
CC(=O)Nc1cccc([N+](=O)[O-])c1	4	7	-5	-11	12	5	0	5	3

SENP6 inh: entries above that show a hit.
compound | SENP7 inh | PfGluPho inh | HKDC1 inh | SENP6 inh | NALP3 yeast inh | SENP1 FRET inh
COC(=O)CCC(=O)OC1(C)C(=O)C2=CN(CCN3CCOCC3)C(c3ccc(OC)cc3)=CC2=C(Br)C1=O (stereo unspecified) | 16 | / | / | 52* | 11 | /
Cc1ccsc1C(=O)Nc1nc2ccccc2[nH]1 | 98* | -2 | -7 | 99* | 27 | 0

Screens as filed in PubChem BioAssay.
